Compound activity deposited in PubChem by Broad Institute.
LGR2 inh: inhibitors of bursicon-induced LGR2 CRE-luciferase signal, primary screen, cell-based, HEK293, CRE-luciferase reporter, bursicon stimulation; Drosophila bursicon receptor LGR2 (rickets); hit rate 0.35% among 380,000; bursicon-stimulated, 4 h; AID 720647, 2013; inhibition, % at 9.99 µM;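 active means drop in luminescence signal, shown as inhibition above about 50% in the replicate tests, limit read from the data, passing the limit was not always enough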;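 further: agonist challenge used bursicon conditioned medium at about half maximal strength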
S100A4 MyoIIA: inhibitors of S100A4-myosin IIA peptide binding, primary screen, biochemical, fluorescence polarization, TAMRA-MyoIIA peptide; inhibition, % at 10.7 µM; Protein S100-A4 (Homo sapiens), P26447; hit rate 0.14% among 360,000; AID 652163, 2013;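 active means mean inhibition of at least 70% across replicates, with every replicate also reaching that level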
Target sequence (P26447 whole entry, looked up): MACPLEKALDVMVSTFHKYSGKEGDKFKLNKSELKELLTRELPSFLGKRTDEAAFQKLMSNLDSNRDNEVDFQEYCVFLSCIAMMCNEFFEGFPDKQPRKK
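Material: S100A4 monomer protein | Medium: HEPES pH 7.2 with CaCl2, KCl, NaCl, DTT, Triton | Reagent: Labelled myosin peptide probe, 5 nM | Doses: One dose per compound | Times: 5 min incubation before reading | Benchmarks: Neutral control DMSO, positive control TFP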
Cneo AK release: Cryptococcus neoformans cell lysis inducers, primary screen, AK release luminescence, single concentration; AID 651654, 2012; hit rate 0.2% among 360,000; C. neoformans lysis, adenylate kinase release luminescence, 4 h; normalised: neutral wells 0, clomiphene wells 100; lysis activity, % at 15 µM;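 active means mean lysis activity across replicates of at least 80%, whatever share of replicates individually reach that level; inactive means mean lysis activity below 80%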
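Test system: log-phase Cryptococcus neoformans yeast cells; Quantity: yeast cell density of 5 × 10^6 cells/mL; Buffer or medium: YPD; Doses: single compound concentration per well; Timing: 4 h at 37 °C static, read 1 h later; Measured by: AK luminescence; Read-out basis: lysis from increased AK signal; Control set: Clomiphene as positive control.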
PGC1a acetyl inh: inhibitors of PGC1a acetylation signal, primary screen, cell-based, U2OS, AlphaScreen, inhibitor mode. AlphaScreen anti-acetyl-lysine; with virally co-expressed GCN5 acetyltransferase. hit rate 0.17% among 350,000. inhibition, % at 15.6 µM. AID 651687, 2012;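 active means every replicate shows inhibition of at least 40%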;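 further: 0% = neutral control wells and 100% = positive control wells; some results beyond the cut were filed as inactive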
ERAP1 inh: human ERAP1 aminopeptidase inhibitors, primary screen, biochemical, single point, plate reader; inhibition, % at 10.7 µM; hit rate 0.15% among 340,000; recombinant ERAP1, Leu-AMC fluorescence, 60 min; Endoplasmic reticulum aminopeptidase 1 (Homo sapiens), Q9NZ08;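 active means mean replicate inhibition of at least 30%, or all replicates individually reaching that 30% level; inactive means mean below 30% and not every replicate reaching it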;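 further: 0% = neutral control wells and 100% = L-leucinethiol positive control wells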
SIRT5 inh: SIRT5 desuccinylase inhibitors, primary screen, biochemical, fluorescence imaging, single point, set 5. hit rate 1.1% among 330,000. inhibition, % at 15 µM. Purified SirT5, succinyl-peptide AMC, trypsin-coupled fluorescence. AID 652115, 2013; in the data active means inhibition above about 15%
Target sequence (Q9NXA8 whole entry, looked up): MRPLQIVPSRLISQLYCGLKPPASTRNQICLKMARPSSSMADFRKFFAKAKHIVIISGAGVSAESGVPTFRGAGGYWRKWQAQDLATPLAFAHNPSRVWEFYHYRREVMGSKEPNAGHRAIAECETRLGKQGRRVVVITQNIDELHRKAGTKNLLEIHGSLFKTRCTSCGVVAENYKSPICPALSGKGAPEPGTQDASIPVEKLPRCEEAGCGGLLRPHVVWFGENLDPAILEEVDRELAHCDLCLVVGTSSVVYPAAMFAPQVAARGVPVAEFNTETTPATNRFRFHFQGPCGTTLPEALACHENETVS
XiGFP reactiv: activators of inactive X chromosome reactivation, primary screen, imaging, XiGFP fibroblasts, GFP high-content imaging, set 2. XiGFP mouse fibroblasts, % GFP-positive cells imaging, 3 d; cells co-treated with 5-aza-dC sensitizer; scaled so ellipticine positive control = 100%. activation, % at 7.58 µM. hit rate 0.055% among 360,000;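 active means mean normalized replicate activation at least 10% and every replicate at or above 10%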;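 further: 0% = median of on-plate neutral control wells and 100% = ellipticine 6 µM median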
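System: SV40-immortalized XiGFP fibroblast cells, line 68-5-11 / Incubation: 3-day compound exposure, then 15 min fixation at room temperature / Compound: single concentration per compound, delivered by pin transfer / Buffer or medium: DMEM plus 5-aza-dC sensitizer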
Statin myotox sup: suppressors of statin myotoxicity in C2C12 myotubes, primary screen, cell-based, single point, plate reader | C2C12 myotubes + simvastatin, ATP luminescence, 48 h; scaled: DMSO 0, geranylgeraniol control 100 | rescue of ATP level, % at 7.49 µM | hit rate 0.78% among 330,000 | AID 602340, 2012;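 active means mean ATP rescue above about 67%, or every replicate alone reaching that limit, limit read from the data, passing the limit was not always enough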;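 further: myotubes were challenged with 10 µM simvastatin during compound exposure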
* marks the source's active call; other numbers are inactive results; / = not tested or not shown; & = joins results of further samples.

The opening 2 entries as a preview:
Molecule	LGR2 inh	S100A4 MyoIIA	Cneo AK release	PGC1a acetyl inh	ERAP1 inh	SIRT5 inh	XiGFP reactiv	Statin myotox sup
COc1ccc(C2SCC(=O)N2CC23CC4CC(CC(C4)C2)C3)cc1 (configuration not stated)	2	-1	2	-12	0	1	/	-4
Cc1ccc(NC(=O)COC(=O)CCc2ccc(S(=O)(=O)N3CCOCC3)cc2)cc1C	-8	7	/	4	1	-2	6.6	/

Results, previewed entries included:
Molecule	LGR2 inh	S100A4 MyoIIA	Cneo AK release	PGC1a acetyl inh	ERAP1 inh	SIRT5 inh	XiGFP reactiv	Statin myotox sup
COc1ccc(C2SCC(=O)N2CC23CC4CC(CC(C4)C2)C3)cc1 (configuration not stated)	2	-1	2	-12	0	1	/	-4
Cc1ccc(NC(=O)COC(=O)CCc2ccc(S(=O)(=O)N3CCOCC3)cc2)cc1C	-8	7	/	4	1	-2	6.6	/
O=C(NCc1n[nH]c(=S)n1-c1ccc(F)cc1)c1ccc(S(=O)(=O)N2CCOCC2)cc1	-16	-4	/	/	4	0	0.0	/
COc1ccc(CN(C)C[C@@H]2OCc3cnnn3CCCC(=O)N([C@H](C)CO)C[C@@H]2C)cc1	-5	4	-2	10	-1	-3	-0.1	-13
C[C@H]1CN([C@@H](C)CO)S(=O)(=O)c2ccc(C#CC3CCCC3)cc2O[C@@H]1CN(C)Cc1cccnc1	9	26	-7	-2	-1	17*	-0.4	-81
COc1ccccc1S(=O)(=O)N[C@@H]1CC[C@@H](CC(=O)N2CCOCC2)O[C@@H]1CO	-10	7	4	1	0	2	-0.7	-3
CCCC#Cc1cnc2c(c1)C(=O)N([C@@H](C)CO)C[C@@H](C)[C@@H](CN(C)C(=O)Nc1ccccc1OC)O2	-1	11	49	-1	3	8	-0.8	14
CC(C)NC(=O)N(C)C[C@H]1Oc2ccc(NC(=O)Cn3cnnn3)cc2C(=O)N([C@H](C)CO)C[C@@H]1C	1&-33	-2	-1	14&-6	-5	1	-0.1&-0.2	2
O=C(C[C@H]1CC[C@H]2[C@@H](COC[C@@H](O)CN2Cc2cc(F)ccc2F)O1)N1CCc2ccccc2C1	-13	1	-2	-1	3	-2	0.0	31
CO[C@H](CN(C)Cc1ccc2c(c1)OCO2)[C@H](C)CN(C(=O)Nc1ccc(F)cc1)[C@H](C)CO	-18	12	-9	-4	0	2	0.1	13
Cc1cccc(-n2c(C)cc(/C=N\NC(=O)c3ccco3)c2C)c1	-24	-1	/	/	9	5	0.1	/
O=C(Nc1ccnn1C1CCN(Cc2ccc(Cl)cc2)CC1)C1CCCC1	13	3	2	-11	-1	-3	-0.2	/
COc1ccc(-c2cn(CCO)c(-c3ccc(Cl)nc3)n2)cc1	-12	3	0	-20	3	/	0.1	7
Cc1ccc(-c2ccc([C@H]3[C@H]4CN(C(=O)c5ccncc5)CC(=O)N4[C@H]3CO)cc2)cc1	-1	10	/	-8	-1	-6	0.0	/
CC(=O)c1c(C)[nH]c(C(=O)OCC(=O)Nc2cccnc2Cl)c1C	7	13	0	-2	-2	-2	0.2	-2
N#Cc1ccc(OCC(=O)NN2Cc3ccccc3C2=N)cc1	-2	-10	/	/	1	-6	0.3	/
C[C@H]1CN([C@@H](C)CO)C(=O)Cc2cc(NC(=O)Cn3cnnn3)ccc2O[C@H]1CN(C)Cc1ccc(-c2ccccc2)cc1	-1	11	0	2	-1	3	0.0	16
O=C(NCCCN1CCOCC1)c1cccc(S(=O)(=O)N2CCc3ccccc32)c1	9	1	10	-19	2	-1	0.0	1
Cc1onc(-c2ccccc2)c1C(=O)Nc1ncc([N+](=O)[O-])s1	18	-1	-1	/	5	3	0.0	-446
CC(C)n1c(Sc2nccn2C)nc2c1c(=O)n(C)c(=O)n2C	2	-6	/	/	4	0	/	/
C[C@@H]1CN([C@H](C)CO)C(=O)c2cccc(NS(=O)(=O)c3ccccc3)c2O[C@H]1CN(C)S(=O)(=O)c1ccc(F)cc1	11	/	13	-5	/	/	-0.1	-6
COCCCN1C(=O)C(CC(=O)NCc2cccs2)CC(C(=O)N(C(C)C)C(C)C)=C1C (configuration not stated)	-2	2	0	2	2	-1	/	-7
Cc1ccc(S(=O)(=O)Nc2cccc3c2O[C@H](CN(C)CC2CCCCC2)[C@@H](C)CN([C@@H](C)CO)C3=O)cc1	-6	1	-1	-11	0	0	0.1	8
Cc1ccc(-c2ccc([C@H]3[C@@H]4C=CCC[C@@]4(C)C(=O)N3Cc3ccccc3)c(F)c2)cc1	19	8	0	-1	1	-4	0.0	15
O=C(COc1ccc(Cl)cc1Cl)OCC(=O)N1CCCc2ccccc21	-15	1	/	/	4	1	0.0	/
Cc1ccc(C#CC[N+]2(C)CCCCC2)cc1	17	1	1	0	-2	-1	0.0	-11
CO[C@@H]1CN(C)C(=O)c2cc(NC(=O)NC3CCCCC3)ccc2OC[C@@H](C)N(CC2CC2)C[C@H]1C	-4	-6	-1	7	-3	2	0.0	-2
O=C(Nc1ccc2oc(-c3ccncc3)nc2c1)c1ccc2c(c1)OCCO2	1	6	/	-1	/	-4	-0.2	/
OCCC1CN(Cc2cccn2-c2ccccn2)CCN1C1CCCC1 (configuration not stated)	-28	-5	-3	/	4	-9	-0.1	4
COC(=O)c1ccc(CNC(=O)COC(=O)c2cc(Cl)ccc2O)cc1	-8	-1	0	4	-1	-12	-0.1	3
CNC[C@H]1OCCCC[C@@H](C)Oc2ccc(NS(=O)(=O)c3cn(C)cn3)cc2C(=O)N([C@H](C)CO)C[C@H]1C	-19	/	8	5	/	/	0.0	/
Cc1[nH]c2ccccc2c1C(c1ccncc1)N1CCC(C)CC1 (configuration not stated)	17	6	/	2	5	-3	0.0	/
O=C(Nc1ccc(N2CCN(C(=O)c3ccco3)CC2)cc1)c1ccc(Br)cc1	5	-4	1	2	-7	-4	0.0	2
CC(C)c1ccc(NC(=O)Nc2nc(C(C)N)cs2)cc1 (configuration not stated)	4	-5	-1	1	3	/	-0.1	-3
C[C@H]1CN([C@@H](C)CO)C(=O)Cc2cc(NS(=O)(=O)c3cccs3)ccc2O[C@H]1CN(C)Cc1ccncc1	-21	/	-1	9	/	/	-1.1	33
COc1ccc(C(=O)OCc2csc(C)n2)c(O)c1	-73	-1	/	-5	0	-4	-0.1	/
O=C(N/N=C/c1ccccc1[N+](=O)[O-])c1cccs1	-49	-6	6	4	1	-2	0.0	/
COc1ccc([N+](=O)[O-])cc1NC(=O)CC1SC(=Nc2cccc(C)c2C)N(/N=C/c2cccc(OC)c2OC)C1=O (configuration not stated)	7&-6	-17&-13	-1&2	-15&8	2&-3	-4&1	0.1&0.0	-8&-5
N#CC(C#N)=NNc1ccc2cn[nH]c2c1	82*	-20	/	/	15	1	0.3	/
COCC(=O)N(C)C[C@@H]1Oc2ncc(C#CC3(O)CCCC3)cc2C(=O)N([C@@H](C)CO)C[C@@H]1C	28	-3	1	1	-1	-2	-0.4	16
CC(O)c1nc(C(C)O)n(CC(=O)c2ccccc2)n1 (configuration not stated)	-21	-3	3	/	1	/	-0.6	9
O=C(Cc1ccccc1)N1C[C@H]2[C@@H](c3ccccc31)[C@@H](CO)N2S(=O)(=O)c1ccccc1	16	16	10	-9	-2	-2	0.0	0
O=C(C1CCC1)N1CC(=O)N2[C@H](CO)[C@@H](c3ccc(-c4ccccc4F)cc3)[C@H]2C1	-8	2	/	-5	0	-6	0.0	/
COc1ccc(C)cc1S(=O)(=O)N1CCOCC1	-11	11	/	-7	-5	0	0.0	/
CCOC(=O)NC(=O)c1cn(N(C)c2ncc(C(F)(F)F)cc2Cl)c(=O)[nH]c1=O	14	-3	/	-3	3	3	0.0	/
Cc1ccc(S(=O)(=O)Nc2c(O)c3ccccc3oc2=O)cc1C	-4	-1	3	20	-1	-7	0.4	10
Cc1c(Cl)ccc2c1NC(=O)[C@]21N[C@@H](Cc2ccccc2)[C@H]2C(=O)N(c3ccc(F)cc3)C(=O)[C@H]21	-11	/	4	-7	/	/	/	36
O=C1NC(Cc2cccc(Cl)c2)COCc2cnnn2CCC1c1ccccc1 (configuration not stated)	4	-6	42	/	2	6	0.3	/
CCOc1cc(C=NN=C2c3ccccc3-c3ccccc32)ccc1O	-34	-4	/	/	-1	-1	0.1	/
C[C@H]1CN([C@@H](C)CO)C(=O)c2cc(Br)cnc2O[C@H]1CN(C)S(=O)(=O)c1ccccc1	-4	1	1	-6	1	5	-1.3	15

The listing continues.
Molecule	LGR2 inh	S100A4 MyoIIA	Cneo AK release	PGC1a acetyl inh	ERAP1 inh	SIRT5 inh	XiGFP reactiv	Statin myotox sup
CC(=O)N1CCN(c2ccc(S(=O)(=O)N3CCOCC3)cc2[N+](=O)[O-])CC1	-25	-1	1	14	4	/	0.0	3
CCOC(=O)N1CCN(C(=O)c2ccc3c(c2)N=C(C)c2cc(Cl)ccc2S3)CC1	16	-2	1	7	0	5	0.3	18
COC(=O)c1ccc(CN2CCN(Cc3ccccc3)C(CCO)C2)cc1 (configuration not stated)	2	4	/	/	12	-1	0.3	/
CCCCC(=O)NC(c1ccco1)c1c(O)ccc2ccccc12 (configuration not stated)	7	/	0	-7	/	/	/	12
Cc1cc([N+](=O)[O-])nn1Cc1c(F)c(F)c(F)c(F)c1F	-11	/	-1	1	/	/	/	-3
Cc1noc(C)c1NC(=O)N(C)C[C@H]1Oc2ccc(NC(=O)c3ccncc3)cc2CC(=O)N([C@@H](C)CO)C[C@H]1C	-3	-6	-5	2	-1	-2	-1.0	-31

An excerpt (hit frequency here may not be typical).
